# High-throughput results (PubChem BioAssay)
# HTR5A ag ctr: HTR5A agonists in luminescence cell assay, primary screen, counter-screen for OPRM1-OPRD1 heterodimer agonist project, full-deck HTS | 5-hydroxytryptamine receptor 5A (Homo sapiens), P47898 | cell-based | activation, % at 9.3 µM | 340,000 tested, 0.61% active; in the data active = activation mostly above about 9.5%, no sharp cut-off; inactive = mostly below about 7.6%;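 also: 0% = cells with vehicle only and 100% = reference agonist; strong numbers were not always called active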
# Target sequence (P47898 whole entry, looked up): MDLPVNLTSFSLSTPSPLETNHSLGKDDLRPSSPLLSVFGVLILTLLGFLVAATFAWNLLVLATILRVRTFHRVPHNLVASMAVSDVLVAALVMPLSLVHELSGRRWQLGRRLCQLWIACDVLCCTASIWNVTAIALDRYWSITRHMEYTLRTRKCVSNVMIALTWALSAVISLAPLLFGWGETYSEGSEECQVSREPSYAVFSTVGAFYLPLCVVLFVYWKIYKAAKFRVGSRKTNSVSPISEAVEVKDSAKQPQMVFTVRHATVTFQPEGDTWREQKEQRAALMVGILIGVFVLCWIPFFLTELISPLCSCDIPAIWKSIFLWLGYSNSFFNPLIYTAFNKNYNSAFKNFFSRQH
# DAGLB inhibitor: DAGLB lipase inhibitors, primary screen, biochemical, fluorescence, HTS. AID 504411, 2011. HEK293T DAGLB membrane lysate, EnzChek fluorogenic substrate. 340,000 tested, 0.059% active. Diacylglycerol lipase-beta (Homo sapiens), Q8NCG7. inhibition, % at 5.17 µM; in the data active = inhibition above about 34%;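 also: 0% = enzyme with vehicle and 100% = wells lacking enzyme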
# Pemphigus Ab inh: inhibitors of pemphigus antibody binding to DSG3, primary screen, biochemical, bead-based, flow cytometry, scFv-GFP; Desmoglein-3 (Homo sapiens), P32926; DSG3-coupled beads, scFv-anti-DSG3-GFP binding; active compounds read low; binding (percent of control), % at 10 µM; 310,000 tested, 0.48% active;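 active = binding more than 3 SD below its plate's average and above zero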;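 also: hits lower antibody fragment binding to DSG3; some compounds called inactive have numbers as strong as hits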
# Arrestin-AP2 inh: inhibitors of beta-arrestin/AP2 binding, primary screen, biochemical, GPCR trafficking, flow cytometry; FITC-arrestin peptide / GST-AP2 beads; AP2 beta2 appendage carries R879A mutation; AID 504490, 2011; inhibition, % at 10 µM; 340,000 tested, 0.31% active;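 active = inhibition above a set limit, near 3 SD of compounds lacking own fluorescence, cut at about 54% in these data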;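 also: plate controls were DMSO wells for no effect and 5 µM unlabelled arrestin peptide for full effect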
#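 System: GST-AP2 R879A glutathione beads. Medium: PBS with 0.05% Tween 20 and 0.1% BSA. Also added: FITC-arrestin peptide, 50 nM. Incubation: 12 min plus 1 h, RT. Measured by: high-throughput flow cytometry of beads, ex 488, em 535 nm. Evaluation: percent drop in bead-associated FITC signal.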
# V-ATPase pH: regulators of yeast V-ATPase proton pumping, primary screen, pHLuorin cytosolic pH fluorescence. 350,000 tested, 0.37% active. response, % at 10 µM. S. cerevisiae. AID 504577, 2011; in the data active = response mostly above about 7.3%, no sharp cut-off; inactive = mostly below about 5.4%; also: actives read high; inactives centre near 0; some compounds called inactive have numbers as strong as hits; reference of the scale not given here
# HTR5A inv ag: HTR5A inverse agonists in luminescence cell assay, primary screen, counter-screen for OPRM1-OPRD1 heterodimer inverse agonist project, full-deck HTS | 5-hydroxytryptamine receptor 5A (Homo sapiens), P47898 | 340,000 tested, 0.083% active | AID 504634, 2011 | inhibition, % at 9.3 µM | HTR5A cell line, inverse agonism; in the data active = inhibition mostly above about 23%, no sharp cut-off; inactive = mostly below about 18%;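 also: 0% = cells with DMSO and 100% = no-cell wells with DMSO; some compounds called inactive have numbers as strong as hits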
# MOR-DOR ag: agonists of OPRM1-OPRD1 heterodimerization, primary screen, cell-based, luminescence; AID 504326, 2011; activation, % at 9.3 µM; 340,000 tested, 0.3% active; Mu-type opioid receptor (Homo sapiens) + Delta-type opioid receptor (Homo sapiens), …; cells; in the data active = activation above about 18%;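 also: 0% = vehicle-treated cells and 100% = reference agonist; values of inactives mirror those of a sister screen read the other way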
# PKA-R2B activ: activators of PKA-R2B holoenzyme, primary screen, biochemical, fluorescence polarization, Cy5-IP20, human. cAMP-dependent protein kinase catalytic subunit beta (Homo sapiens) + cAMP-dependent …. PKA-R2B holoenzyme dissociation; R2B truncated from residue 108, S112A mutant; 0% DMSO only, 100% 113 µM cGMP. activation, % at 11.4 µM. 340,000 tested, 0.079% active. AID 504700, 2011;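 active = activation above a cutoff set at the mean over all compounds plus 3 SD, cut at about 18% in these data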;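 also: higher means more holoenzyme dissociation and a rise in polarization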
# Target sequence (P31323 whole entry, looked up, other chains not shown, the tested form may be a part): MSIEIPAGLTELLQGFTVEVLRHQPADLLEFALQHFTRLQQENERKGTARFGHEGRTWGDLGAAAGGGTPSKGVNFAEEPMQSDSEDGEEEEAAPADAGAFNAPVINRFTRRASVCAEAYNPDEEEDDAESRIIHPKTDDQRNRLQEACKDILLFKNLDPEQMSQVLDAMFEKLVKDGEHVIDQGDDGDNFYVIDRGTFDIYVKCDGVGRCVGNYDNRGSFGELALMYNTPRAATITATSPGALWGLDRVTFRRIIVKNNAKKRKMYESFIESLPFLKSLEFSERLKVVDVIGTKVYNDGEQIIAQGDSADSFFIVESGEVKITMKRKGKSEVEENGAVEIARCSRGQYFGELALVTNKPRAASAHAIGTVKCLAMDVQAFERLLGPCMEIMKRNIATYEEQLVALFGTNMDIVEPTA
# PKA-R1A activ: activators of PKA-R1A holoenzyme, primary screen, biochemical, fluorescence polarization, Cy5-IP20, bovine R1A, mouse PKAc. cAMP-dependent protein kinase type I-alpha regulatory subunit (Bos taurus) + …. 340,000 tested, 0.083% active. PKA-R1A dissociation; scaled: DMSO 0%, 113 µM cGMP 100%. AID 504707, 2011. activation, % at 11.4 µM;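 active = percent activation above the mean of all tested compounds plus 3 SD, cut at about 19% in these data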;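 also: higher means more PKAc released from R1A so a rise in polarization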
# OPRM1-OPRD1 inv: inverse agonists of MOR-DOR heterodimerization, primary screen, cell-based, luminescence | Mu-type opioid receptor (Homo sapiens) + Delta-type opioid receptor (Homo sapiens), … | cell-based MOR-DOR heterodimer luminescence, inverse agonism | inhibition, % at 9.3 µM | 340,000 tested, 0.21% active; in the data active = inhibition above about 22%, passing the limit was not always enough;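 also: 0% = cells with DMSO and 100% = wells without cells with DMSO; values of inactives mirror those of a sister screen read the other way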
# * hit, by the source's call; · = not tested or not shown.
SMILES,HTR5A ag ctr,DAGLB inhibitor,Pemphigus Ab inh,Arrestin-AP2 inh,V-ATPase pH,HTR5A inv ag,MOR-DOR ag,PKA-R2B activ,PKA-R1A activ,OPRM1-OPRD1 inv
COc1ccc(C(C)NC(=O)c2ccccc2Br)cc1OC (stereo unspecified),-1.3,-0.2,88.8,0.6,1.5,3.2,0.1,7.0,6.8,-0.8
COc1ccc(NC(=O)CN(C)CC(=O)Nc2ccccc2SC)cc1Cl,-2.8,-1.2,115.7,20.3,-1.5,6.1,-1.0,-0.7,2.2,5.2
O=C(O)c1ccc(CNc2ccccc2C(=O)O)cc1,1.3,-0.4,105.9,9.7,6.6,-7.6,2.2,-8.3,2.2,-12.8
C[C@@H]1CN([C@H](C)CO)C(=O)c2cccc(NC(=O)Nc3ccc(C(F)(F)F)cc3)c2O[C@H]1CN(C)S(=O)(=O)c1cccs1,2.5,2.7,111.6,5.6,-4.3,12.3,-3.0,1.4,-19.8,13.7
Cc1c(C(=O)Nc2ccccc2Cl)oc2ccc(S(=O)(=O)N3CCC4(CC3)OCCO4)cc12,3.8,-7.8,102.8,-4.0,0.9,-5.1,-1.7,-3.6,1.3,9.4
CC(=O)Nc1n[nH]c(=S)s1,0.6,-0.7,·,-2.1,9.1,-2.2,1.8,0.3,0.4,-8.6
COc1ccc2nc(NNC(=O)COc3ccccc3)sc2c1,-3.0,0.8,101.8,1.1,-2.8,-24.8,-1.3,-1.9,3.5,6.6
COc1ccc(CCN(Cc2nc3ccccc3c(=O)[nH]2)C(=O)c2ccco2)cc1,-0.3,0.1,64.1,6.7,-10.7,17.8,1.5,2.5,-3.9,-8.3
CC(Oc1ccc(-c2ccccc2)c(F)c1)c1ccn(S(=O)(=O)c2ccc(Br)cc2)n1 (stereo unspecified),1.3,-24.8,97.3,-9.6,2.7,-9.5,-0.7,1.8,-2.4,4.2
O=C(NCc1ccccc1)C1=C[C@@H](c2ccc(Br)cc2)C[C@@H](OCc2ccc(CO)cc2)O1,-0.5,0.3,98.3,-1.3,-0.3,1.3,-1.3,6.7,-10.0,6.9
CC(Sc1nc2ncc(Cl)cc2[nH]1)C(=O)Nc1ccccc1[N+](=O)[O-] (stereo unspecified),·,2.8,100.5,·,0.0,·,·,-6.0,-5.9,·
COc1cc(NC(=O)Cn2cnc(S(=O)(=O)N3CCCCC3)c2)cc(OC)c1OC,0.1,3.3,98.3,28.3,-6.4,-16.9,-1.9,-3.3,-0.5,9.8
O=[N+]([O-])c1cccc(-c2nnn(C34CC5CC(CC(C5)C3)C4)n2)c1,1.7,-0.2,98.0,-1.1,-0.5,-5.0,-2.2,5.2,-11.3,13.0
C=CCNC(=O)NC(=O)COC(=O)/C(C#N)=C/c1cc(C)n(CCC(C)C)c1C,-2.8,0.0,96.1,-9.7,-1.1,-29.7,8.1,3.1,-4.8,-43.9
O=C(CSCc1ccco1)NC1CCCC1,-0.3,-1.2,93.4,0.5,-3.8,-15.1,1.1,-9.1,-10.1,-5.4
COCC(=O)N(Cc1cc2ccc(C)cc2[nH]c1=O)c1ccc(OC)cc1,3.3,7.2,100.4,-4.0,-1.2,-11.0,-0.6,-4.2,0.5,3.0
CC1=C(C(=O)N2CCOCC2)CC(CC(=O)NCCc2ccccn2)C(=O)N1Cc1ccc(C(C)(C)C)cc1 (stereo unspecified),·,-1.4,100.4,·,-1.0,·,·,0.9,-3.7,·
C=CCc1cc(OC)ccc1OCCON1C(=O)CCC1=O,4.0,1.9,107.2,-5.0,4.9,-9.7,-2.5,4.6,10.6,10.2
O=c1c2c3c(sc2nc(NCCO)n1-c1ccccc1)CCCC3,0.3,2.4,96.7,3.9,-2.5,-1.3,-3.3,17.2,2.7,15.3
COc1ccccc1C(=O)Nc1ccc(-c2nnn(CC(=O)N3CCOCC3)n2)cc1,2.2,-2.1,83.9,4.8,0.0,-10.8,1.1,-5.0,-4.9,-7.2
CS(=O)(=O)c1ccc(C(=O)N2CCc3ccccc3C2)cc1,-2.4,-4.8,91.4,29.4,-1.2,13.6,-2.2,-5.0,-2.5,10.5
O=C(C1CCN(S(=O)(=O)c2cccs2)CC1)N1CCCCCC1,-2.3,-0.6,98.0,1.2,-1.3,7.3,-1.1,-1.0,-8.7,6.1
CC(C)(C)C(=O)Nc1nnc(SCc2ccc(F)cc2)s1,4.4,0.2,·,-6.6,-3.7,-13.5,5.0,11.0,-3.4,-25.5
O=C(Nc1cccc(F)c1)C1CCN(S(=O)(=O)c2cnc[nH]2)CC1,-0.2,-1.4,100.4,3.9,-0.8,12.4,-3.9,1.1,-6.1,19.3
CC12CC(O)C3c4ccc(O)cc4CCC3C1CC/C2=N\O (stereo unspecified),0.9,-0.4,90.8,-3.5,-1.9,-3.6,-1.8,-3.1,-6.8,10.3
# New compounds follow.
SMILES,HTR5A ag ctr,DAGLB inhibitor,Pemphigus Ab inh,Arrestin-AP2 inh,V-ATPase pH,HTR5A inv ag,MOR-DOR ag,PKA-R2B activ,PKA-R1A activ,OPRM1-OPRD1 inv
Cc1ccc(C23CC4CC(CC(NC(=O)NCCN(C)C)(C4)C2)C3)cc1,4.1,0.7,100.2,-7.3,0.9,7.6,-1.1,-1.9,-1.0,6.5
CCCC(=O)Nc1c2c(nc3ccccc13)N(c1ccccc1)CC2,-0.4,0.0,110.0,0.6,-0.9,1.0,0.1,-2.6,-6.8,-0.3
NC(=O)Cn1c(=O)n(CCc2ccccc2)c(=O)c2c3c(sc21)CCCC3,-1.8,1.1,103.6,2.8,-5.7,-2.6,-0.6,-5.9,-10.3,3.4
CC(C)CC(=O)Nc1nnc(CSCc2ccc(F)cc2)s1,4.8,-1.9,103.8,-2.8,-0.5,-20.9,5.0,-2.9,3.9,-25.3
CCCCN(C)C(=O)c1sc2ncn(CC)c(=O)c2c1C,-2.4,-2.1,101.3,-7.0,-2.5,-13.2,-2.6,-5.6,-5.4,14.6
C=CCc1cccc2cc(C(=O)N3CCOCC3)c(=O)oc12,8.1,-3.3,122.0,-6.1,-3.6,-30.6,-2.3,2.1,-2.8,11.2
COc1cc(OC)cc(C(=O)NC(C(=O)Nc2ccc3c(c2)OCO3)C(C)C)c1 (stereo unspecified),-2.6,6.4,99.8,25.9,-5.9,9.6,1.9,-1.8,-1.6,-10.1
CC1CCN(C(=O)CN(c2ccc3c(c2)OCO3)S(C)(=O)=O)CC1,-1.1,1.4,125.7,-8.3,-1.1,-20.0,-3.9,1.9,0.4,17.9
CC(C)(C)OC(=O)NCC(=O)NNC(=O)C(C(=O)OCc1ccccc1)c1ccccc1 (stereo unspecified),1.4,-2.3,101.6,2.7,8.8*,-8.3,0.4,-6.8,-2.0,-2.4
CC(NC(=O)CN1C(=O)COc2ccccc21)c1ccccc1 (stereo unspecified),-1.4,0.3,98.7,-1.0,-3.4,8.0,-2.1,-9.2,0.3,12.4
CCOC(=O)N1CCC(=C(C#N)C(=O)Nc2cc(OC)ccc2OC)CC1,6.1,1.1,96.3,25.9,1.1,6.1,-0.2,4.4,-1.9,1.2
CCOC(=O)C1=C(O)C(Nc2nccs2)(C(F)(F)F)N=C1C (stereo unspecified),-3.7,-2.1,95.8,-4.8,2.5,-22.0,0.5,-19.5,0.2,-2.5
CCCc1c(C(=O)N/N=C/c2cccnc2)nnn1-c1nonc1N,-3.5,-0.9,133.3,1.4,-0.2,13.0,-1.5,3.5,1.1,7.7
c1ccc2c(c1)[nH]c1nc(SCCN3CCOCC3)nnc12,2.7,4.6,96.0,5.5,-0.2,-2.6,-0.4,-7.2,-3.2,2.5
CCCCCNC(=O)[C@@H]1CSC2c3ccccc3C(=O)N21 (stereo partly specified),4.8,-1.8,96.6,14.2,-3.3,-18.6,-1.1,2.4,-2.7,6.1
COc1ccc(C2=NN(C(C#N)c3ccc(OC)cc3)C(c3ccccc3)C2)cc1 (stereo unspecified),-3.3,-7.8,127.0,33.3,-5.8,-10.6,2.2,-1.5,-10.4,-12.0
CN(C)c1oc(-c2cccs2)nc1C#N,-1.5,-0.2,108.0,3.9,4.0,3.7,-3.5,0.9,6.7,14.8
O=C1CCCC/C1=C/Nc1ccc2c(c1)OCO2,0.5,-0.5,93.6,34.5,-1.9,-4.1,0.4,-4.3,-0.9,-2.2
COc1ccc(CN2CCN(Cc3ccccc3F)CC2)c(OC)c1,2.5,-2.0,95.3,-17.3,2.8,-9.0,-2.8,3.3,5.1,12.9
Cc1cc(C)c(C)c(OCCCCN2CCCCC2)c1,7.9,0.2,117.2,-6.4,-5.0,-15.9,-1.0,-0.1,-2.5,4.9
CCN(CC(=O)Nc1cc(Cl)ccc1C)C(=O)C1CC1,-4.6,-0.1,100.0,-5.8,-2.8,-6.1,-4.4,8.9,4.9,17.3
COc1cccc(CN(C)C(=O)CSCC(=O)Nc2cc(C)on2)c1OC,0.0,-3.6,114.3,-2.3,-0.7,-0.1,-3.4,-14.1,-12.1,17.8
COc1cc(CCC(=O)OCC(=O)Nc2ccc3c(c2)OCO3)cc(OC)c1OC,-0.5,-0.2,·,-11.2,3.6,1.3,-0.6,2.1,-6.7,4.6
O=C1CSC(c2cn(-c3ccccc3)nc2-c2cc3ccccc3oc2=O)N1Cc1ccco1 (stereo unspecified),0.8,-4.0,108.4,0.6,0.5,-1.9,-0.2,-2.5,4.2,0.9
O=C(CCc1nc2ccccc2c(=O)[nH]1)Nc1ccccc1N1CCCC1,-5.3,1.4,71.1,6.1,1.1,13.8,0.6,3.5,-13.2,-3.9

# 3 neighbouring records out of the list so far, quoted:
SMILES,HTR5A ag ctr,DAGLB inhibitor,Pemphigus Ab inh,Arrestin-AP2 inh,V-ATPase pH,HTR5A inv ag,MOR-DOR ag,PKA-R2B activ,PKA-R1A activ,OPRM1-OPRD1 inv
COc1ccc(CCN(Cc2nc3ccccc3c(=O)[nH]2)C(=O)c2ccco2)cc1,-0.3,0.1,64.1,6.7,-10.7,17.8,1.5,2.5,-3.9,-8.3
CC(Oc1ccc(-c2ccccc2)c(F)c1)c1ccn(S(=O)(=O)c2ccc(Br)cc2)n1 (stereo unspecified),1.3,-24.8,97.3,-9.6,2.7,-9.5,-0.7,1.8,-2.4,4.2
O=C(NCc1ccccc1)C1=C[C@@H](c2ccc(Br)cc2)C[C@@H](OCc2ccc(CO)cc2)O1,-0.5,0.3,98.3,-1.3,-0.3,1.3,-1.3,6.7,-10.0,6.9

# This is a random part of the collection; overall some 2.4% were active at least once.
